Source: PubChem BioAssay
KinaseGlo FLuc – counter-screen: inhibitors of Kinase-Glo firefly luciferase; Q27757; Kinase-Glo luciferase, ATP luminescence, 8 min; Potency, µM (doses to about 38.3 µM), inactives show top-dose activity change, negative = inhibition, hits mostly inhibitors; hit rate 0.28% among 200,000; AID 1379; also: % is scaled to controls: 0 for no effect and ±100 for the full control effect; nearly all actives have a fitted effect of over 60% in size
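Inhibition of Kinase-Glo luciferase light generation was assessed at 10 uM ATP in pH 7.2 imidazole buffer, with luminescence measured after eight minutes at ambient temperature.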
RECQ1 helicase – RECQ1 (human) helicase inhibition | RECQ1 DNA unwinding, red fluorescence kinetic read | Potency, µM (highest dose often 57.3 µM), without a hit: at the top dose activity, negative = inhibition, usual class: inhibitors | hit rate 0.54% among 240,000 | P46063 | AID 2549;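 also: plate controls were vehicle for no effect and no enzyme for full effect; nearly all actives have a fitted effect of over 30% in size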
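50 nM RECQ1T1 preincubated 15 min with compound in Tris pH 8.0 buffer with MgCl2, DTT, Tween-20 and 2.5 ug/ml poly(dI-dC); started with 200 nM TAMRA/BHQ-2 forked duplex and 2 mM ATP. Unwinding read as fluorescence (525/598 nm), two reads 2 h apart.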
Epigenetic derep – epigenetic control regulation, reporter derepression; Potency, µM (highest dose often 53.9 µM), for inactives: at the top dose GFP activation, actives largely listed as activators; murine LDR cells, GFP reporter derepression, 30 h; hit rate 0.2% among 280,000; AID 1865; also: % of control where 0% means no effect; nearly all actives have a fitted effect of over 60% in size
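Readout is the number of GFP-expressing murine LDR cells, counted by cytometry following washing. Cells were treated with compound for 30 h at 37 C; the stably integrated CMV-GFP locus is normally silent.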
RGS12 GoLoco inh – blocks human Gai1 binding to RGS12 GoLoco peptide, red readout. AID 880. hit rate 0.44% among 230,000. Potency, µM (highest dose often 61.6 µM), inactives show at the top dose activity, negative = inhibition, usual class: inhibitors. Gai1:RGS12 GoLoco peptide FP, rhodamine, 10 min. P63096; active = well fitted inhibition curve with a large enough effect, not every such curve was filed as active; inactive = no such curve, though single readings can be large or run the other way; also: % is scaled to controls: 0 for no effect and ±100 for the full control effect; nearly all actives have a fitted effect of over 30% in size; many of its hits are not listed in these tables
Target sequence (P63096 whole entry, looked up): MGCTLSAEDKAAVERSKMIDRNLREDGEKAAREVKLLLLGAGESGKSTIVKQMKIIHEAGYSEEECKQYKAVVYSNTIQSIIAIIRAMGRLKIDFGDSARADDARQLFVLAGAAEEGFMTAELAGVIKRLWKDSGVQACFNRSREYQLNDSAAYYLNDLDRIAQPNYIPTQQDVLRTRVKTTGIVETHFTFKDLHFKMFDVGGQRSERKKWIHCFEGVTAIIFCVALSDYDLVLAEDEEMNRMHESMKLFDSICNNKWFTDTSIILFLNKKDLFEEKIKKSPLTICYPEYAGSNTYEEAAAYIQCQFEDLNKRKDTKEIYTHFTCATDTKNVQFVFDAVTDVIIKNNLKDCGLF
NPSR antagonist – neuropeptide S receptor (human) antagonism, cAMP | Q6W5P4 | CHO-NPSR cells, cAMP TR-FRET, antagonist mode | Potency, µM (doses to about 38.3 µM), for inactives: top-dose activity change, negative = inhibition, most hits filed as inhibitors | hit rate 1% among 220,000; also: % is scaled to controls: 0 for no effect and ±100 for the full control effect; nearly all actives have a fitted effect of over 50% in size; many of its hits are not listed in these tables
Target sequence (Q6W5P4 whole entry, looked up): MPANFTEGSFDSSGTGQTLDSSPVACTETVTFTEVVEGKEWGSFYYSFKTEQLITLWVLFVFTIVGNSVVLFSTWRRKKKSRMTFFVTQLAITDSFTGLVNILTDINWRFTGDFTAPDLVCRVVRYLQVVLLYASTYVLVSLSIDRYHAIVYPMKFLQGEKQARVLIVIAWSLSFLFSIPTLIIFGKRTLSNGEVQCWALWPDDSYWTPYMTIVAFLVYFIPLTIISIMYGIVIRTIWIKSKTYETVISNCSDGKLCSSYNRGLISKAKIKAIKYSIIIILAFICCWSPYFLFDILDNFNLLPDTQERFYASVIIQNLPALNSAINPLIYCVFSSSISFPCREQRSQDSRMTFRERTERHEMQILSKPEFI
KDM4E inh – blocks human JMJD2E demethylase activity. JMJD2E catalytic domain, FDH-coupled NADH fluorescence (FDH is formaldehyde dehydrogenase). Potency, µM (highest dose often 57.1 µM), without a hit: at the highest dose activity change, negative = inhibition, hits mostly inhibitors. hit rate 1.6% among 230,000. AID 2147; active = well fitted inhibition curve with a large enough effect, not every such curve was filed as active; inconclusive = small, poorly fitted or top-dose-only effect, or another doubt; inactive = no such curve, though single readings can be large or run the other way;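 also: 0% = wells with enzyme and -100% = buffer wells without enzyme; nearly all actives have a fitted effect of over 50% in size; many of its hits are not listed in these tables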
Target sequence (B2RXH2 1-337 limits assumed): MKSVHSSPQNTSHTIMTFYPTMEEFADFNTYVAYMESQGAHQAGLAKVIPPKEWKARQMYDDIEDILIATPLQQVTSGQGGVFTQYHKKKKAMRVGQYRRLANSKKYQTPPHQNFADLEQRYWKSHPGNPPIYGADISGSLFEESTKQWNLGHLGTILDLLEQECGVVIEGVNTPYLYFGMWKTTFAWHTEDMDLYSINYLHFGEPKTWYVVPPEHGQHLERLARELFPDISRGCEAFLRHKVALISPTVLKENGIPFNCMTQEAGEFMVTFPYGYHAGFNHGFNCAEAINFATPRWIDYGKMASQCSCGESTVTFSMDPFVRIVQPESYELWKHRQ
SMN2 splice enh – SMN2 splice variant enhancement; HEK293 SMN2-luciferase splicing reporter, luminescence, 30-36 h; Potency, µM (highest dose often 46.1 µM), for inactives: at the top dose activity change, positive = activation, actives largely listed as activators; hit rate 2.8% among 210,000; also: % of control where 0% means no effect; nearly all actives have a fitted effect of over 55% in size
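HEK293 cells carry an SMN2 minigene-luciferase reporter in which exon 7 inclusion puts luciferase in frame. Cells were seeded at 2000 cells/well, attached for 10-12 hours, then exposed to compounds for 30-36 hours at 37C before ONE-Glo luminescence.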
IMPase Li inh – membrane-permeable IMPase blocker, potentiated with lithium; CHO-M1 cells, IP1 TR-FRET (IP-One), carbachol + lithium; Potency, µM (titrated, usually from 59.4 µM), for inactives: top-dose activity, negative = IMPase inhibition, most hits filed as inhibitors; hit rate 0.35% among 210,000;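 also: IP1 builds up when IMPase is blocked and the TR-FRET signal falls; plate controls were basal vehicle for no effect and high inhibitor control for full effect; nearly all actives have a fitted effect of over 50% in size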
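Concentration–response in CHO-M1 cells, lithium-potentiated; 30 min at 37C. IP1 detected by competitive TR-FRET after 10 min lysis at RT. Hill-fitted AC50.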
Numbers without * were called inactive; i = inactive; ? = inconclusive; . = no result given; & = joins results of further samples; [ ] = another dose, or the depositor's remark. Unless noted, calls follow the shape of the dose curve; as a rule, active = well fitted curve in the direction sought with a large enough effect; inconclusive = small, poorly fitted or top-dose-only effect, or another doubt; inactive = no such curve, though single readings can be large; an effect the other way counts as inactive or inconclusive. Potency is read from the fitted curve at half-maximal effect.

SMILES | KinaseGlo FLuc | RECQ1 helicase | Epigenetic derep | RGS12 GoLoco inh | NPSR antagonist | KDM4E inh | SMN2 splice enh | IMPase Li inh
O=C(COC(=O)CNS(=O)(=O)c1ccc(F)c(F)c1F)Nc1ccc(OC(F)F)cc1 | -2% | 0% | 7.5% | 15% | 6% | 3% | -4% | -9%
O=C(NCCc1ccccc1)C1CCN(S(=O)(=O)N2CCCC2)CC1 | 2% | -15% | -1.2% | 3% | 1%[46.1 µM] | -4% | 0% | 23%[38.3 µM]
CCOc1ccc(C(C)NC(=O)c2cccc(F)c2)cc1 (stereo unspecified) | -2% | -8% | -1.3% | 8% | 2% | 2% | -16% | -4%
c1ccc(-n2cccc2)c(N2CCCCC2)c1 | . | -2% | -3.9% | 30% | -7% | 7% | . | .
CC(=O)c1cc(-c2ccccc2)[nH]c1N1CCCC1 | -1% | -1% | -1.1% | -14% | 7%[46.1 µM] | -3% | 19% | 20%[38.3 µM]
CCN1CCN(c2oc(COc3ccc(Cl)cc3)nc2C#N)CC1 | . | -6% | 13% | 2% | -15% | 9% | . | .
Clc1ccc(-c2nnc3sc(Cc4cccs4)nn23)c(Cl)c1 | -6% | -18% | -1.6% | 43%[activator] | -16%[46.1 µM] | 1% | 1% | 9%[38.3 µM]
O=C(O)c1ccccc1SCC(=O)N1CCOCC1 | 0% | i | 5.3% | 3% | 8% | -5% | 10% | -1%
CCCSc1nc(O)c(C2OC(=O)c3c2ccc(OC)c3OC)c(=O)n1C (stereo unspecified) | -1% | -4% | 1.2% | -2% | 4%[46.1 µM] | -22% | 28% | 3%[38.3 µM]
COc1ccc(C(CNC(=O)c2cc3ccccc3cc2OC)N2CCCC2)cc1 (stereo unspecified) | 4% | -10% | 3.9% | 13% | -8%[46.1 µM] | ? | -8% | 42%[activator][38.3 µM]
N/C(=N\OC(=O)c1cccc(Cl)c1)c1cccnc1 | -14% | 14% | -1.0% | -1% | -6%[46.1 µM] | -7% | 11% | 28%[38.3 µM]
COc1ccc(OC)c(CNCCNC(=O)c2ccco2)c1 | 1% | -9% | 0.9% | -10% | 0%[46.1 µM] | -14% | 3% | 23%[38.3 µM]
CCOc1cccc(C(=O)NNC(=O)CCC(=O)O)c1 | -5% | i | 6.8% | -5% | 7% | -2% | -1% | -5%
CCC(=O)N1CCc2cc(Br)cc(S(=O)(=O)CCC(=O)N(CC)CC)c21 | -1% | 4% | -1.4% | -6% | 10% | 9% | 2% | 3%
CC(C)CCN1CC(C(=O)N2CCN(c3ccc(F)cc3)CC2)CC1=O (stereo unspecified) | 3% | -2% | -2.5% | 5% | -17%[46.1 µM] | 4% | 1% | -12%[38.3 µM]
Cc1ccc(/C=N/Nc2nc3ccccc3[nH]2)s1 | -11% | -8% | 2.1% | 14% | -50% | -8% | 10µM* | 5%
Cc1cccc(NC(NC(=O)Cc2ccccc2)C(Cl)(Cl)Cl)c1 (stereo unspecified) | 3% | -8% | 0.0% | -10% | ? | 7% | -5% | 14%
C=CCn1c(SCC(=O)NNC(=O)Nc2ccc(C)cc2)nnc1-c1ccccc1 | . | 17% | 0.0% | 4% | 14% | 1% | . | .
CCC(=O)Nc1ccc(Cl)c(NC(=O)c2ccc([N+](=O)[O-])cc2)c1 | -1% | -6% | -2.9% | 5% | 6% | 1% | -13% | 1%
CC(C)Cc1nc(N2CCC(C(N)=O)CC2)c2nnn(Cc3ccccc3)c2n1 | 1% | i | 2.3% | 12% | 18%[46.1 µM] | 5% | 4% | 12%[38.3 µM]
CCOC(=O)c1sc2nc(NC(=O)COc3ccccc3)sc2c1C | 4% | -5% | -2.3% | 7% | -2%[46.1 µM] | ? | -30% | 13µM*
Cn1cnc([N+](=O)[O-])c1C(=O)Nc1cccc([N+](=O)[O-])c1 | 3% | -22% | 0.9% | -2% | 9% | 2% | 11% | -6%
CCOC(=O)N1CCN(c2c(-c3ccc(C(C)C)cc3)c(=O)c2=O)CC1 | -7% | 0% | 0.0% | 5% | -26%[46.1 µM] | 5% | 28% | -20%[38.3 µM]
O=C1C2CCCN2C(c2cccc(Br)c2)N1c1ccc(F)cc1 (stereo unspecified) | -1% | 1% | 0.7% | 29% | -16%[46.1 µM] | -9% | 9% | -6%[38.3 µM]
COc1ccc(NC(=S)NC(NC(=O)c2ccc(Cl)cc2Cl)C(Cl)(Cl)Cl)c([N+](=O)[O-])c1 (stereo unspecified) | -2% | -4% | 0.1% | 7% | ? | 0% | 20% | 33%[38.3 µM]

3 entries picked at random from those above, as already listed:
SMILES | KinaseGlo FLuc | RECQ1 helicase | Epigenetic derep | RGS12 GoLoco inh | NPSR antagonist | KDM4E inh | SMN2 splice enh | IMPase Li inh
CCOC(=O)N1CCN(c2c(-c3ccc(C(C)C)cc3)c(=O)c2=O)CC1 | -7% | 0% | 0.0% | 5% | -26%[46.1 µM] | 5% | 28% | -20%[38.3 µM]
COc1ccc(OC)c(CNCCNC(=O)c2ccco2)c1 | 1% | -9% | 0.9% | -10% | 0%[46.1 µM] | -14% | 3% | 23%[38.3 µM]
C=CCn1c(SCC(=O)NNC(=O)Nc2ccc(C)cc2)nnc1-c1ccccc1 | . | 17% | 0.0% | 4% | 14% | 1% | . | .

(further entries)
SMILES | KinaseGlo FLuc | RECQ1 helicase | Epigenetic derep | RGS12 GoLoco inh | NPSR antagonist | KDM4E inh | SMN2 splice enh | IMPase Li inh
CCCCC/C=C\C[C@H](O)/C=C/C=C\C/C=C\CCCC(=O)O | -1% | 0% | 1.1%&-1.1% | -4%&3% | . | -2% | -12%&-1% | -4%&-14%
O=C1N(Cc2cccnc2)C[C@@H]2C[C@@H](c3ccc4nonc4c3)N3CCC[C@@]123 | 0% | 7% | 3.1% | 17% | -7% | -1% | . | 8%
COc1ccc(/C=N/NC(=O)Nc2nonc2N)cc1 | -4% | -1% | 4.7% | 17% | -14%[46.1 µM] | -8% | 10µM* | 4%
O=c1nc2sc3ccccc3n2c(=O)n1-c1cccc(Cl)c1 | -1% | i | 2.1% | -1% | 8%[46.1 µM] | 3% | . | 21%[38.3 µM]
CC(=O)Nn1cnc2c(c1=O)C1(CCCC1)Cc1ccccc1-2 | 7% | -1% | -1.6% | 15% | 5%[46.1 µM] | -2% | -18% | -8%[38.3 µM]
CCOC(=O)c1c(N)sc2c1CCSC2 | 1% | -6% | 4.1% | 24% | 0%[46.1 µM] | ? | -23% | 22%[38.3 µM]
CCOC(=O)C1(CCCc2ccccc2)CCN(C(=O)C2=C(C)OCCO2)CC1 | . | -4% | -1.2% | -2% | 26% | 8% | . | 2%
CC1(c2ccccc2)CC(C)(C)N(C(=O)c2cc([N+](=O)[O-])cc([N+](=O)[O-])c2)c2ccccc21 (stereo unspecified) | 2% | -5% | 0.9% | 3% | -10% | -4% | -44%[inhibitor] | 5%
O=C(Nc1nnc(-c2ccccc2Cl)s1)C1CCN(S(=O)(=O)c2ccc(Cl)cc2)CC1 | 2% | -4% | 1.1% | 2% | -10% | 9% | 6% | -2%
CCOC(=O)NC(c1cccc(Cl)c1)C1CCCCCC1=O (stereo unspecified) | -2% | i | -4.2% | 6% | -1%[46.1 µM] | -5% | 6% | 23%[38.3 µM]
COc1ccc(NC(=O)c2ccc(=O)oc2)cc1 | -3% | -4% | 2.4% | 3% | -10%[46.1 µM] | -1% | -2% | 3%[38.3 µM]
CCC(CC)C(=O)Nc1cccc(S(=O)(=O)c2cccc(NC(=O)C(CC)CC)c2)c1 | 3% | 21% | -6.1% | -14% | 11%[46.1 µM] | 3% | -14% | 11µM*
CC(=O)Nc1ccc(C(=O)n2cnc3cc(C)c(C)cc32)cc1 | -6% | -7% | -1.5% | -8% | -27%[46.1 µM] | -4% | -15% | 24%[38.3 µM]
CN1CCN(C(=O)CN2C(=O)CC(C)(C)S(=O)(=O)c3ccccc32)CC1 | -3% | -3% | -1.6% | -6% | -2%[46.1 µM] | -1% | 17% | -11%[38.3 µM]
CCN(CC)CCCC(C)Nc1c2ccc(Cl)cc2nc2ccc(OC)cc12 (stereo unspecified) | -4%&-10% | ? | 3.2µM* | -20%&-32%&-19% | 10µM* | ? | -55%&-89%[inhibitor] | 38%&45%[activator]
O=C1CN(C(=O)CNC(=O)c2cccc(Cl)c2)c2ccccc2N1 | -3% | -14% | 0.9% | 5% | 2% | 7% | -19% | -4%
CCc1ccccc1NC(=S)N(CCN1CCOCC1)Cc1ccccc1F | 2% | -4% | -2.6% | 3% | -24% | -7% | -1% | 5%
CC1(C)NC(=O)NC2(C)NC(=O)NC(C)(C)C12 (stereo unspecified) | . | i | -5.0% | . | 1%[46.1 µM] | 11% | . | .
O=C(Nc1ccccc1)C(c1ccccc1)C1CCCC1 (stereo unspecified) | 1% | -3% | -3.2% | 2% | -27% | -1% | -25% | 6%
CCN(CC)S(=O)(=O)c1ccc(C(=O)Nc2nnc(CSC)o2)cc1 | -1% | i | 0.0% | 10% | -1% | ? | -22% | -8%
O=C(Cc1ccccc1)NC1CCN(Cc2ccccc2)CC1 | -1% | i | -0.6% | 2% | 11% | -8% | -4% | 4%
CC(=O)N1CCN(S(=O)(=O)c2ccc(Cl)cc2F)CC1 | 1% | -11% | -1.1% | 6% | 22% | 4% | -8% | -8%

Molecules above containing a nitro group on carbon, in the order listed:
SMILES | KinaseGlo FLuc | RECQ1 helicase | Epigenetic derep | RGS12 GoLoco inh | NPSR antagonist | KDM4E inh | SMN2 splice enh | IMPase Li inh
CCC(=O)Nc1ccc(Cl)c(NC(=O)c2ccc([N+](=O)[O-])cc2)c1 | -1% | -6% | -2.9% | 5% | 6% | 1% | -13% | 1%
Cn1cnc([N+](=O)[O-])c1C(=O)Nc1cccc([N+](=O)[O-])c1 | 3% | -22% | 0.9% | -2% | 9% | 2% | 11% | -6%
COc1ccc(NC(=S)NC(NC(=O)c2ccc(Cl)cc2Cl)C(Cl)(Cl)Cl)c([N+](=O)[O-])c1 (stereo unspecified) | -2% | -4% | 0.1% | 7% | ? | 0% | 20% | 33%[38.3 µM]
CC1(c2ccccc2)CC(C)(C)N(C(=O)c2cc([N+](=O)[O-])cc([N+](=O)[O-])c2)c2ccccc21 (stereo unspecified) | 2% | -5% | 0.9% | 3% | -10% | -4% | -44%[inhibitor] | 5%

A portion of the library; count on the stated rates, not on these rows.
